GAA inhib: blocks human lysosomal alpha-glucosidase; P10253; purified human GAA, 4-MU-alpha-glucoside fluorescence; Potency, µM (series often up to 76.9 µM), for the others: top-dose activity change, negative = inhibition, most hits filed as inhibitors; hit rate 0.005% among 200,000; AID 1466;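 note: plate controls were uninhibited enzyme wells for no effect and no-enzyme background for full effect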
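Compounds are titrated up to 77 uM against 4 nM human enzyme. Substrate 4-methylumbelliferyl-alpha-D-pyranoside (400 uM) reacts 20 min at room temperature in pH 5.0 buffer; liberated 4-methylumbelliferone is read at 440 nm.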
GAA glycogen: inhibitors or activators of human alpha-glucosidase glycogen cleavage; recombinant GAA, glycogen substrate, Amplex Red glucose oxidase fluorescence; Potency, µM (top dose mostly 76.4 µM), without a hit: top-dose activity change, negative = inhibition, usual class: inhibitors; hit rate 0.38% among 300,000; AID 2100; P10253;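 note: 0% = full enzyme reaction and -100% = no-enzyme basal signal; the screen sought inhibitors and activators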
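Recombinant human alpha-glucosidase (4 nM final) hydrolysed bovine liver glycogen (30 ug) for 40 min at 37 C in pH 5.0 citrate/phosphate with 0.01% Tween-20. Released glucose detected by glucose oxidase/Amplex Red, Ex 573/Em 610 nm. Compounds up to 77 uM; AC50 from Hill fits.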
HTT aggregate: reduces HttQ103-GFP aggregates in PC12 cells; hit rate 1.1% among 220,000; Potency, µM (doses to about 46.1 µM), inactives show at the highest dose activity change, negative = inhibition, actives largely listed as inhibitors; PC12 HttQ103-GFP aggregates, Acumen cytometry, 40 h; note: % is set by controls: 0 for no effect and ±100 for the full control effect; nearly all actives have a fitted effect of over 60% in size
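Quantitative HTS on tebufenozide-induced (100 nM) PC12 cells stably expressing polyQ103 Huntingtin exon 1–GFP. Reduction of bright GFP aggregates, detected by laser scanning cytometry after lysis, identified actives across the titration.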
HTT ATP protect: cytoprotection in Huntington HTT-Q103 PC12 cell model. PC12 HTT-Q103 induced, cytoprotection, ATP luminescence, 40 h. Potency, µM (highest dose often 56.4 µM), without a hit: cytoprotection (ATP increase), usual class: activators. hit rate 0.14% among 230,000;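 note: % of control where 0% means no effect; nearly all actives have a fitted effect of over 45% in size; toxic huntingtin expression switched on by the ecdysone agonist tebufenozide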
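PC12 cells stably carrying ecdysone-inducible Htt exon 1 (Q103)–GFP were induced with 100 nM tebufenozide (final) alongside library compounds in a dose series. Cytoprotection was scored as retained ATP by ATPlite luminescence.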
aGlu spleen mod: lysosomal alpha-glucosidase (human) modulation; human spleen homogenate, 4-MU-alpha-glucoside fluorescence; hit rate 0.006% among 240,000; Potency, µM (highest dose often 79.9 µM), inactives show at the top dose activity change, negative = inhibition, actives largely listed as inhibitors; AID 2112;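 note: 0% = enzyme with vehicle and -100% = no enzyme basal signal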
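Compounds were titrated against alpha-glucosidase in spleen homogenate at pH 5.0, with 1 mM 4-methylumbelliferyl substrate for 40 min at 37 C. Reactions were quenched with pH 10 NaOH/glycine and fluorescence measured.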
GoLoco inh red: RGS12 GoLoco-Gai1 interaction inhibition. P63096. Gai1:RGS12 GoLoco peptide FP, rhodamine, 10 min. Potency, µM (series often up to 61.6 µM), for inactives: at the highest dose activity, negative = inhibition, most hits filed as inhibitors. hit rate 0.44% among 230,000. AID 880; active = well fitted inhibition curve with a large enough effect, not every such curve was filed as active; inactive = no such curve, though single readings can be large or run the other way; note: % is set by controls: 0 for no effect and ±100 for the full control effect; nearly all actives have a fitted effect of over 30% in size; many of its hits are not listed in these tables
Target sequence (P63096 whole entry, looked up): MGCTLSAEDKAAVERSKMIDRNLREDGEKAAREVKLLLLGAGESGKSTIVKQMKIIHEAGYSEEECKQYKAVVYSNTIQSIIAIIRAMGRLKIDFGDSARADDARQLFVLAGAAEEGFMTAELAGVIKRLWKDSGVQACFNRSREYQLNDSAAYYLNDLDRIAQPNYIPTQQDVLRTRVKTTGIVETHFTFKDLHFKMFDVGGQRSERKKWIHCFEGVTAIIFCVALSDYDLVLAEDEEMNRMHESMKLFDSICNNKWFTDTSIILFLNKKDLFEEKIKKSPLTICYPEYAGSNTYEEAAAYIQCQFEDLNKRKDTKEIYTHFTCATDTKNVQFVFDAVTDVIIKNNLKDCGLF
IMPase Li inh: cell-permeable IMPase inhibitors with lithium potentiation; CHO-M1 cells, IP1 TR-FRET (IP-One), carbachol + lithium; Potency, µM (highest dose often 59.4 µM), inactives show top-dose activity, negative = IMPase inhibition, actives largely listed as inhibitors; hit rate 0.35% among 210,000;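 note: IP1 builds up when IMPase is blocked and the TR-FRET signal falls; plate controls were basal vehicle for no effect and high inhibitor control for full effect; nearly all actives have a fitted effect of over 50% in size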
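CHO-M1, 2000 cells/well, 16–30 h culture; cpd + low Li+, 30 min 37C; lysis with d2-IP1/Eu-anti-IP1 Ab, 10 min RT; TR-FRET 665/620 ratio and 620 channel; AC50 via Hill.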
Starred values were filed as active, the others as inactive; ? = inconclusive; . = no result given; & = joins results of further samples; [ ] = remark or other dose. Unless noted, calls come from the whole dose curve; as a rule, active = well fitted curve in the direction sought with a large enough effect; inconclusive = small, poorly fitted or top-dose-only effect, or another doubt; inactive = no such curve, though single readings can be large; an effect the other way counts as inactive or inconclusive. Potency is the fitted concentration of half-maximal effect.

no.	Molecule	IMPase Li inh	HTT ATP protect	GoLoco inh red	GAA glycogen	HTT aggregate	GAA inhib	aGlu spleen mod
1	O=C(NCCCc1ccccc1)c1cccs1	10%[38.3 µM]	6%	2%	1%	-3%	3%	-8%
2	COc1ccc(S(=O)(=O)NCc2ccco2)cc1N(C)S(=O)(=O)c1ccccc1	3%	17%[10 µM]	-1%	-8%	5%[9.22 µM]	.	3%
3	N#CC1(Cc2ccccc2)c2ccccc2C=CN1C(=O)c1ccccc1 (centres undefined)	28%[38.3 µM]	-2%	2%	0%	?	-4%	-1%
4	O=C(CC(=O)N/N=C/c1ccc(Cl)cc1Cl)NCc1ccccc1	3%[38.3 µM]	5%	12%	3%	6%	-2%	-1%
5	COc1ccc(C2=CSC3=C(C(=O)c4cccc(S(=O)(=O)N(C)C)c4)CCN23)cc1	-5%[38.3 µM]	-6%[10 µM]	89%[activator]	8%	-14%	?	-2%
6	Cc1nnc(-c2cnn(C)c2N)n1CCCN(C)C	-3%	-8%	3%	2%	8%	-3%	2%
7	COc1ccc(NC(=S)N2CCC(c3nc4ccccc4o3)CC2)c(OC)c1	-6%	-35%[inhibitor]	8%	?	0%	-2%	-5%
8	COC(=O)c1ccccc1NC(=S)N(Cc1ccc2c(c1)OCO2)Cc1cc2cccc(C)c2[nH]c1=O	-1%	7%[10 µM]	8%	6%	12%	-13%	1%
9	CCc1nnc(NC(=O)[C@@H](NC(=O)c2cc(OC)cc(OC)c2)C(C)C)s1	15%	-6%[10 µM]	-4%	-8%	?	?	-13%
10	Cc1csc(C(C#N)C(=O)c2cc3ccccc3o2)n1 (centres undefined)	20%[38.3 µM]	-121%[inhibitor][10 µM]	16%	4%	?	-2%	-10%
11	C=CCCC	-12%	-5%	8%	.	.	.	8%
12	CC(C)CCN(C(=O)Cc1ccccc1F)c1c(N)n(Cc2ccccc2)c(=O)[nH]c1=O	-6%	-29%	5%	4%	2%	3%	-1%
13	Cc1ccc2cc(CCNC(=O)c3ccco3)c(=O)[nH]c2c1C	9%	-10%	-2%	10%	2%	1%	-1%
14	NC(=O)CC(NC(=O)Cc1ccc(Br)cc1)c1ccc(N2CCC(Cc3ccccc3)CC2)c([N+](=O)[O-])c1 (centres undefined)	.	-52%[inhibitor][10 µM]	6%	6%	-54%[9.22 µM]	.	1%
15	COc1cccc(C(=O)NNC(=O)Cc2cccs2)c1	15%	-3%[10 µM]	10%	4%	8%[9.22 µM]	1%	9%
16	CC(C)(C)NS(=O)(=O)c1ccc(OCC(=O)NCCC2=CCCCC2)cc1	25%[38.3 µM]	8%	9%	3%	21%[9.22 µM]	4%	-19%
17	Clc1ccccc1CSc1nc2ccncc2[nH]1	0%[38.3 µM]	-114%[inhibitor]	3%	-15%	-23%	3%	-17%
18	CCCCN1C(=O)c2ccc(C(=O)Nc3ccc(S(=O)(=O)N(C)C)cc3)cc2C1=O	10%	0%[10 µM]	5%	-4%	3%	0%	-4%
19	CCCCC(=O)Nc1cccc(NC(=S)NC(C)=O)c1	1%	-16%[10 µM]	-5%	-6%	1%	3%	8%
20	COc1ccc(Cn2c(-c3ccc(Br)cc3)c[n+]3ccccc23)cc1	16%	4%[1.9 µM]	5%	-6%	?	-2%	-25%
21	Cc1cc([N+](=O)[O-])ccc1NC(=O)/C=C/c1cccs1	-1%	-3%[10 µM]	17%	0%	4%	?	2%
22	O=C(Nc1nnc(Cc2ccccc2)s1)c1cnccn1	-3%	9%[10 µM]	-6%	0%	12%[9.22 µM]	?	10%
23	CC(=O)c1ccc(OCC(O)CN2CCN(Cc3ccc4c(c3)OCO4)CC2)cc1 (centres undefined)	36%[activator][38.3 µM]	-1%&12%[10 µM]	2%&-4%	-7%&3%	10%	?	2%&-2%
24	COC(=O)C(CSCc1ccccc1)NC(=O)CSc1nc(N)cc(=O)[nH]1 (centres undefined)	-3%	-7%	0%	5%	11%	3%	-3%
25	COc1cc(OC)cc(C(=O)NCc2n[nH]c(=S)n2-c2ccccc2OC)c1	-4%	-9%[10 µM]	3%	-7%	13%	-4%	-3%

New compounds follow.
no.	Molecule	IMPase Li inh	HTT ATP protect	GoLoco inh red	GAA glycogen	HTT aggregate	GAA inhib	aGlu spleen mod
26	CCSc1nnc2c(n1)OC1(CCCC1)Nc1ccccc1-2	22%[38.3 µM]	-22%	13%	6%	-3%	-4%[15.4 µM]	1%
27	CC1(Cn2ccnn2)[C@H](C(=O)O)N2C(=O)C[C@H]2S1(=O)=O (some centres undefined)	-1%	-12%	6%	.	-8%	.	-2%
28	O=S(=O)(Nc1cccc(-c2cn3c(n2)SCC3)c1)c1cccs1	-3%	-10%	6%	-1%	8%	-7%	-22%
29	CC(=O)Nc1cccc(OCC(=O)Nc2ccc(F)cc2)c1	-4%[38.3 µM]	20%	-1%	3%	-13%	-1%	-3%
30	CC(=O)c1sc(NC(=O)c2ccc(C)c(C)c2)nc1C	-20%	-50%[inhibitor]	7%	-5%	12%	?	.
31	CC1CCCCN1C(=O)Nc1ccccc1Cl (centres undefined)	-7%	-7%[10 µM]	15%	1%	-8%[9.22 µM]	5%	-4%
32	CC(=O)NS(=O)(=O)c1ccc(NC(=O)CN2C(=O)C3C4C=CC(C4)C3C2=O)cc1 (centres undefined)	-1%	-26%[10 µM]	-2%	9%	-18%	5%	2%
33	O=C(OCc1cnc(Cl)s1)c1ccc(Cl)cc1	-4%[38.3 µM]	-40%[inhibitor]	-7%	0%	0%	0%	1%
34	CCOC(=O)C1CCCN(C(=O)CSc2ccc(NC(C)=O)cc2)C1 (centres undefined)	-2%	-9%	8%	3%	-2%	-2%	.
35	CCc1c(C)nc(N)n2c(SCC(=O)Nc3ccccc3OC)nnc12	-3%[38.3 µM]	7%	6%	12%	6%	-9%	-6%
36	COc1ccc(S(=O)(=O)N(CC(=O)O)c2ccccc2)cc1	6%[38.3 µM]	6%	4%	10%	1%	3%	-6%
37	COc1ccccc1N(CC(=O)Nc1cccnc1)S(=O)(=O)c1ccccc1	9%[38.3 µM]	-21%	-5%	-12%	-4%	-4%	11%
38	CCCN1CCN(CCCNC(=O)Cn2nc(-c3ccc(C)cc3)ccc2=O)CC1	-8%[38.3 µM]	-7%	4%	14%	-13%	4%	-4%
39	COc1ccc(-n2nnnc2SCC(=O)NCCc2ccc(OC)c(OC)c2)cc1	0%[38.3 µM]	-15%	2%	11%	6%	-8%	-4%
40	COc1cccc(/C=N\NC(=O)Cn2nnc3ccccc32)c1O	5%	-9%[10 µM]	13%	4%	-13%[9.22 µM]	14%	-2%
41	O=Cc1cn(CC(=O)N2CCCc3ccccc32)c2ccccc12	6%	20%[10 µM]	6%	1%	5%	1%	0%
42	C/C(CCC1CC(C)OC1=O)=N\NC(N)=S (centres undefined)	.	21%[10 µM]	-2%	-21%	32%[9.22 µM]	.	-4%
43	COc1ccc(S(=O)(=O)NC2CCCC2)c(Cl)c1Cl	10%[38.3 µM]	-6%[10 µM]	-6%	-2%	-1%	1%	-3%
44	C=CCNC(=S)Nc1ccc(OC(F)F)c(Cl)c1	10%	.	1%	-8%	?	-5%	-3%
45	Cn1c(Cn2c(=O)sc3ccccc32)nnc1SCC(=O)N1CCOCC1	3%	16%[10 µM]	-8%	5%	-6%	-2%	-8%
46	Cc1ccc(C(O)(C(=O)NN(C(=O)c2ccccc2)c2ccccc2)c2ccc(C)cc2)cc1	14%	23%[1.9 µM]	-11%	14%	20%	1%	-4%
47	O=[N+]([O-])c1ccc(CN2CCOCCOCCOCC2)cc1	12%	5%[10 µM]	-2%	-4%	3%	-1%	5%
48	Cc1ccc(C(=O)COC(=O)c2cnccn2)cc1C	6%	-27%	3%	5%	4%	-1%	11%
49	COc1ccc(C2=C/C(=C\c3cccc(OC(C)=O)c3)C(=O)O2)cc1	21%	-10%[0.074 µM]	20%	1%	8%	3%	-4%
50	NC(=S)N=Nc1c(O)[nH]c2ccc(F)cc12	1%	39%[10 µM]	1%	-8%	9%	7%	-7%

Quoted at random: 2 records from the list, in no set order.
no.	Molecule	IMPase Li inh	HTT ATP protect	GoLoco inh red	GAA glycogen	HTT aggregate	GAA inhib	aGlu spleen mod
27	CC1(Cn2ccnn2)[C@H](C(=O)O)N2C(=O)C[C@H]2S1(=O)=O (some centres undefined)	-1%	-12%	6%	.	-8%	.	-2%
40	COc1cccc(/C=N\NC(=O)Cn2nnc3ccccc32)c1O	5%	-9%[10 µM]	13%	4%	-13%[9.22 µM]	14%	-2%

Only GoLoco inh red, IMPase Li inh and GAA glycogen, for 3 of the compounds above:
entry	canonical_smiles	GoLoco inh red	IMPase Li inh	GAA glycogen
28	O=S(=O)(Nc1cccc(-c2cn3c(n2)SCC3)c1)c1cccs1	6%	-3%	-1%
29	CC(=O)Nc1cccc(OCC(=O)Nc2ccc(F)cc2)c1	-1%	-4%[38.3 µM]	3%
30	CC(=O)c1sc(NC(=O)c2ccc(C)c(C)c2)nc1C	7%	-20%	-5%

Other entries:
no.	Molecule	IMPase Li inh	HTT ATP protect	GoLoco inh red	GAA glycogen	HTT aggregate	GAA inhib	aGlu spleen mod
51	COc1cc2c(cc1NS(=O)(=O)N1CCCC1)oc1ccccc12	35%[38.3 µM]	5%	3%	1%	3%	-9%	-11%
52	COc1ccc(CC(=O)NC(C)C2COc3ccccc3O2)cc1OC (centres undefined)	11%	-6%[10 µM]	8%	1%	-5%[9.22 µM]	1%	-3%
53	CCCn1c(=NC(=O)c2c(-c3c(F)cccc3Cl)noc2C)c(C(=O)OCC)cc2c(=O)n3ccccc3nc21	.	31%[10 µM]	.	10%[76.3 µM]	0%	2%	4%
54	O=C(c1ccc(N2CCCC2=O)cc1)N1CCOCC1	12%	7%[10 µM]	3%	5%	7%	1%	-2%
55	C[N+]1(CCOc2ccc([N+](=O)[O-])cc2)CCOCC1	9%[38.3 µM]	-5%	18µM*	-4%	11%	-9%	-7%
56	COc1ccc(OCC(=O)Nc2nonc2NC(=O)COc2ccc(OC)cc2)cc1	0%	-17%	14%	-7%	21%	5%	-12%
57	O=C(NCc1ccccc1)C(=O)NCC(c1ccco1)N1CCOCC1 (centres undefined)	1%	22%[10 µM]	1%	-3%	28%	3%	4%
58	O=C(CCN1CCN(c2ccccc2)CC1)N/N=C/c1ccccc1OC(F)F	5%	-19%	5%	-5%	-18%	12%	1%
59	CCN1CCN(CCOCCOc2ccccc2-c2ccccc2)CC1	10%	0%[10 µM]	-16%	19%	-6%[9.22 µM]	14%	-1%
60	CC1=NN(c2ccccc2)C(=O)C1C(=O)C(=O)Nc1ccc(F)cc1 (centres undefined)	-2%	-45%[inhibitor]	2%	-11%	22%	3%	1%

Screening data: PubChem, National Center for Advancing Translational Sciences (NCATS)

Only part of the results is shown, so the mix of outcomes need not match the whole.
